BAZ2B inh: inhibitors of human BAZ2B bromodomain; AID 504333; 360,000 tested, 4.4% active; AlphaScreen BAZ2B-H3K14Ac peptide displacement; Potency, µM (highest dose often 114 µM), inactives show top-dose activity change, negative = inhibition, usual class: inhibitors; also: % is scaled to controls: 0 for no effect and ±100 for the full control effect; nearly all actives have a fitted effect of over 60% in size
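Complex of BAZ2B and biotin-H3K14Ac (50 nM apiece) forms over 30 min at RT, then faces library compounds up to 110 uM for another 30 min; AlphaScreen beads added, 20 min dark incubation, luminescence read.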
GLS inh: inhibitors of human glutaminase (GLS) | O94925 | GLS enzymatic activity, qHTS titration | Potency, µM (top dose mostly 45.5 µM), for the others: top-dose activity change, negative = inhibition, usual class: inhibitors | 410,000 tested, 0.21% active | AID 624170; also: % is scaled to controls: 0 for no effect and ±100 for the full control effect
Target sequence (O94925 whole entry, looked up): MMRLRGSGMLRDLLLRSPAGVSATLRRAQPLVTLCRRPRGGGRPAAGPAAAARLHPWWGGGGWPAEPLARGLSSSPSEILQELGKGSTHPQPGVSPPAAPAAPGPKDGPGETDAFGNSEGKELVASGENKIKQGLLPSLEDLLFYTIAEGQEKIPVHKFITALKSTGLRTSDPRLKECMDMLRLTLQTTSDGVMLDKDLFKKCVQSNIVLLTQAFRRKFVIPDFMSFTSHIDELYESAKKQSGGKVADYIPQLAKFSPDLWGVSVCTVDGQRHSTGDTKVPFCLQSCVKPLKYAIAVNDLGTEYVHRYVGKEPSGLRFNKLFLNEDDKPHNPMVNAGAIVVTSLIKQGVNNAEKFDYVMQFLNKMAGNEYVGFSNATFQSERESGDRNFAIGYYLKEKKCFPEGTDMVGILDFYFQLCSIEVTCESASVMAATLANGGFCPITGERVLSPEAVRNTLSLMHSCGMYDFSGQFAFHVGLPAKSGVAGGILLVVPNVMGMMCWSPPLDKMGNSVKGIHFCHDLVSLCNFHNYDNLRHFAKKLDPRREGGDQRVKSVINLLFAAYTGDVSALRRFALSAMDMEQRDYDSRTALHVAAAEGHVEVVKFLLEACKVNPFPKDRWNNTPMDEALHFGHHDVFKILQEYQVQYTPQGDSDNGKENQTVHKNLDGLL
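Assay buffer: 45 mM KH2PO4 pH 8.2, 0.02% Tween-20. hKGA acts on L-glutamine (1 mM solution added); product glutamate is reported by an oxidase/peroxidase Amplex Red coupling, with fluorescence taken at baseline and 30 min.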
Pol iota inh: inhibitors of human DNA polymerase iota. Q9UNA4. Pol iota fluorescent replication assay, 10 min. Potency, µM (doses to about 115 µM), for inactives: at the highest dose activity, negative = inhibition, most hits filed as inhibitors. 390,000 tested, 1% active
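Fluorescent replication assay read twice, at 0 min and 10 min after adding 50 nM (final) substrate. Enzyme (10 nM) and compounds were first incubated 15 min at room temperature; enzyme-free buffer wells were negative controls.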
Pin1 inh: inhibitors of human Pin1 | Pin1 FP peptide displacement, HiFluor488, 10 min | Potency, µM (titrated, usually from 115 µM), for the others: at the top dose activity, negative = inhibition, actives largely listed as inhibitors | 390,000 tested, 0.009% active | AID 504891; active = well fitted inhibition curve with a large enough effect in the polarisation, with a control signal flat, not every such curve was filed as active; inconclusive = small, poorly fitted or top-dose-only effect, or effect the other way, or a change in a side signal; inactive = no such curve, though single readings can be large or run the other way; the % refers to the polarisation; also: % is scaled to controls: 0 for no effect and ±100 for the full control effect
Target sequence (Q13526 whole entry, looked up): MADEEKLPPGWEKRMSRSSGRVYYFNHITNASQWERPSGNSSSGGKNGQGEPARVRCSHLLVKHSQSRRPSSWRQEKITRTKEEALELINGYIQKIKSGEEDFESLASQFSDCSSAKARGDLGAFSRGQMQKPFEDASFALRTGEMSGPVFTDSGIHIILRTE
HP1b chromo inh: blocks HP1-beta chromodomain binding to methylated histone tails. P83916. AlphaScreen HP1-beta / biotin-H3K9me3 peptide binding. Potency, µM (highest dose often 114 µM), inactives show at the top dose activity change, negative = inhibition, usual class: inhibitors. 390,000 tested, 0.56% active. AID 540317; also: nearly all actives have a fitted effect of over 70% in size; inactives centre near 23
Target sequence (P83916 whole entry, looked up): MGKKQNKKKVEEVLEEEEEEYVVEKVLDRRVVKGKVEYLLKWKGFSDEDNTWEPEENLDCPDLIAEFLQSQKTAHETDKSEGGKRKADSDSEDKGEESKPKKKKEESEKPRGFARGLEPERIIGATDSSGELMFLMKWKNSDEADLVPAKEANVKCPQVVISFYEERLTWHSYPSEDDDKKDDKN
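HP1-beta protein (50 nM final) preincubated 30 min at room temperature with biotinylated H3(1-18)K9me3 peptide (50 nM) in PBS pH 7.4, 0.01% Tween-20, then compound added for 30 min. AlphaScreen streptavidin donor/nickel chelate acceptor beads (10 ug/mL final), 30 min dark, luminescence read.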
JMJD2A Tudor inh: JMJD2A Tudor domain (human) inhibition | AlphaScreen JMJD2A-Tudor / H3K4me3 peptide binding | Potency, µM (top dose mostly 114 µM), for the others: at the top dose activity change, negative = inhibition, most hits filed as inhibitors | 390,000 tested, 4.4% active | O75164; also: % is scaled to controls: 0 for no effect and ±100 for the full control effect; nearly all actives have a fitted effect of over 50% in size
PGK inhibitor: blocks T. brucei phosphoglycerate kinase; P07378; PGK/GAPDH coupled, Kinase-Glo luminescence, 60 min; Potency, µM (doses to about 57.5 µM), inactives show top-dose activity change, negative = inhibition, usual class: inhibitors; 380,000 tested, 0.043% active; AID 602233; also: % is scaled to controls: 0 for no effect and ±100 for the full control effect; nearly all actives have a fitted effect of over 60% in size
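Recombinant glycosomal PGK reaction used 1,3-bisphosphoglycerate generated in-well by GAPDH (100nM final) in 100mM TEA pH 7.6, 5mM MgCl2, 0.01% Tween-20. After 60 minutes at room temperature, ATP was read by Kinase-Glo Plus luminescence end-point.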
G9a block: inhibitors of human histone lysine methyltransferase G9a | 350,000 tested, 8.8% active | G9a H3K9 monomethylation, AlphaScreen, 2 h | Potency, µM (highest dose often 102 µM), without a hit: at the top dose activity, negative = inhibition, hits mostly inhibitors | AID 504332; also: % is scaled to controls: 0 for no effect and ±100 for the full control effect; nearly all actives have a fitted effect of over 75% in size
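AlphaScreen read-out: biotin-H3K9 peptide (500 nM) methylation by 20 nM enzyme with 20 uM SAM, 2 h at room temperature after 15 min compound preincubation; anti-monomethyl H3K9 antibody plus donor/acceptor beads, 10 min dark.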
BLM helicase inh: blocks DNA unwinding by human BLM helicase; Potency, µM (top dose mostly 56.1 µM), inactives show at the top dose activity change, negative = inhibition, actives largely listed as inhibitors; 350,000 tested, 0.2% active; P54132; recombinant BLM DNA unwinding, fluorescence dequenching;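 also: plate controls were vehicle for no effect and no enzyme for full effect; nearly all actives have a fitted effect of over 35% in size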
* marks the source's active call; other numbers are inactive results; i = inactive; ? = inconclusive; . = no result given; [ ] = another dose, or the depositor's remark. Unless noted, calls follow the shape of the dose curve; as a rule, active = well fitted curve in the direction sought with a large enough effect; inconclusive = small, poorly fitted or top-dose-only effect, or another doubt; inactive = no such curve, though single readings can be large; an effect the other way counts as inactive or inconclusive. Potency is read from the fitted curve at half-maximal effect. Not all compounds are listed. The share of hits here may be higher or lower than overall.

BAZ2B inh | GLS inh | Pol iota inh | Pin1 inh | HP1b chromo inh | JMJD2A Tudor inh | PGK inhibitor | G9a block | BLM helicase inh | SMILES
-1% | 4% | 12% | 0% | 42%[activator] | -1% | 5% | 1%[59 µM] | -2% | COc1ccc(C2C(C(=O)NCC3CCCO3)c3cc(OC)c(OC)cc3C(=O)N2C)cc1OC (stereo not given)
-4% | 1% | -9%[58.9 µM] | -7% | 21% | -5% | -6% | -6% | -7% | Cc1ccc(-c2n[nH]c3c2CCC3)cc1
-35% | -5% | 17% | ? | 38%[activator] | -10% | 14% | -50% | 0% | CC(C)CNc1c(N)n(CC(C)C)c(=O)[nH]c1=O
11% | -10% | -17% | -3% | -1% | -5%[11.4 µM] | -8% | -4%[12.7 µM] | -8% | COc1ccccc1-c1cc(C(F)(F)F)nc(S(=O)(=O)CCCC(=O)N2CCOCC2)n1
-30% | -1% | 175%[activator] | -3% | 20% | -7% | -6% | 2%[59 µM] | -8% | OC1CCCN(C(=S)Nc2ccc(SC(F)F)cc2)C1 (stereo not given)
6% | 1% | 2% | -1% | 14% | -7% | -5% | ? | -2% | Cn1c(=O)n(CCOc2ccc(Cl)cc2Cl)c2ccccc21
-33% | 17% | 34%[activator] | 7% | 8% | -23%[57.1 µM] | -3% | 14%[59 µM] | 2% | C/C(=N\NC(=O)c1ccc(C)cc1)C1C(=O)c2ccccc2C1=O
-29% | 2% | 49%[activator] | -4% | 32% | -13% | -1% | 65%[activator] | -3% | COc1cccc(Cn2cccc(NC(=O)NCc3ccccc3)c2=O)c1
1% | 1% | 4% | ? | 7% | -7% | i | 12%[12.7 µM] | -2% | Cc1cc(OCC(=O)N2CCOCC2)c(C(C)C)cc1Cl
-14% | 0% | 14% | ? | 38% | -17% | -4% | -44%[59 µM] | -4% | CCOc1ccc(NC(=O)N(Cc2ccc(CC)cc2)Cc2cn[nH]c2-c2ccc(OC)cc2)cc1
5% | 13% | -14% | ? | 16% | 5% | -9% | 14%[59 µM] | -2% | COc1ccc(N/C=C\C(=O)c2ccc(Br)cc2)cc1OC
. | 3% | 18% | -7% | 13%[57 µM] | 2% | -4% | . | . | CC(NC(=O)COC(=O)CCC(=O)c1ccc(Cl)cc1)c1ccccc1 (stereo not given)
-19% | 9% | 10% | -1% | 32% | 0% | 1% | -34%[12.7 µM] | 1% | CC(=O)Nc1ccc(C(=O)CSc2ncn(-c3ccccc3)n2)cc1
1% | -27% | 106%[activator] | -1% | 24% | 3% | 1% | -3%[59 µM] | 8% | CCCOC1OC(=O)c2c1ccc(OC)c2OC (stereo not given)
9% | 2% | 12% | -9% | 47%[activator] | 19% | -2% | 51%[activator] | -2% | CC(C)C(=O)N=c1sc2cccc(F)c2n1C
1% | 0% | -7% | ? | 41%[activator] | -10% | 3% | . | 3% | COc1cc(C(=O)Nc2ccc3c(c2)ncn3C(C)(C)C)cc(OC)c1OC
-35% | 3% | -3% | 2% | 22% | -16% | 5% | -43%[2.33 µM] | -2% | COc1cc2ccccc2cc1C(=O)N1CCN(C)CC1
1% | 10% | 10% | 0% | 2% | -32% | -6% | ? | -4% | CCCS(=O)(=O)c1c(S(=O)(=O)CCC)c2cnccn2c1C(=O)c1ccc(Cl)cc1
2% | -1% | -20% | -13% | 16% | -10% | -7% | -20% | 1% | O=C1NC(=Nc2cccc([N+](=O)[O-])c2)SC1(CO)CO
4% | -1% | -4% | 1% | 21% | -6% | -9% | -5% | 2% | Cc1noc(C)c1N=Nc1ccccc1C(=O)O
? | 10% | -28% | -5% | -16% | ? | -6% | -43%[59 µM] | -4% | Cc1cc(C)c(NC(=O)C2CCCN2CCOC(=O)c2cccc([N+](=O)[O-])c2)c(C)c1 (stereo not given)
. | -2% | 0% | 3% | ? | -12% | . | -25%[59 µM] | -9% | CCCN(C(=O)c1nn(-c2ccc(C)cc2)c(=O)c2c1c1ccccc1n2C)c1ccccc1C
-24% | 7% | 11% | ? | 14% | -19% | 10% | -10%[59 µM] | -6% | CCOC(=O)c1c(NC(=O)CSc2cn(CCNC(=O)c3ccccc3F)c3ccccc23)sc2c1CCCC2
? | -28% | 44%[activator] | -10% | 50µM* | 22µM* | 0% | ? | -10% | COC(=O)c1cc(NS(=O)(=O)c2ccc(N3CCC(C)CC3)c([N+](=O)[O-])c2)cc(C(=O)OC)c1
7% | 10% | 20% | 0% | 18% | -6% | 4% | 7%[59 µM] | -4% | COc1ccccc1C(=O)Nc1ccc(CN2CCCCC2)cc1
-19% | 7% | 82%[activator] | 7% | 35% | -7% | 0% | 9% | -12% | CC(=O)Oc1c(I)cc(I)cc1C(=O)Nc1ccc(Cl)cc1
. | -6% | 16% | 0% | 38% | -14% | i | . | . | CC(C)(C)OC(=O)N1O[C@H]2C[C@@H]1[C@@H]1[C@@H]2N=NN1C12CC3CC(CC(C3)C1)C2
1% | 3% | 95%[activator] | -4% | 31% | 5% | -1% | 19%[59 µM] | 1% | COc1ccccc1C(=O)N(NC(=O)Oc1ccccc1)C(C)(C)C
3% | 12% | -2% | -4% | 11% | -27% | i | 2%[59 µM] | 5% | COc1ccc(NC(=S)N2CCC(N(C)CC3CCCO3)CC2)cc1 (stereo not given)
7% | 8% | 116%[activator] | 3% | 38%[activator] | -4% | -2% | -25% | 2% | COc1ccccc1C(C)NCC(=O)Nc1c(F)cccc1F (stereo not given)
-14% | -2% | 30%[activator] | 0% | 35% | -3% | -6% | -1%[59 µM] | -2% | O=C(N/C(=C/c1ccccc1)C(=O)N1CCCCCC1)c1ccccc1
4% | 11% | -11% | 0% | 78%[activator] | 8% | 4% | 2%[59 µM] | -9% | Cc1ccc(F)c(NC(=O)c2ccc(Cn3cc(Cl)cn3)cc2)c1
-13% | 3% | 88%[activator] | -2% | 30% | -17% | -9% | -7% | 2% | Cc1[nH]c2ccccc2c1-c1ccc(Cl)nn1
1% | 2% | 4% | -3% | 31% | -6% | 6% | 25% | 0% | O=C(NCCc1cccc(C(F)(F)F)c1)C1CCC(=O)N(C2CC2)C1 (stereo not given)
-15% | 0% | 64%[activator] | -2% | 2% | -5% | 21% | -31% | 2% | COc1ccc(CC(=O)Nc2nnc(C(C)(C)C)s2)cc1OC
14% | 2% | 43%[activator] | 0% | 24% | -10% | -1% | 12% | 1% | CS(=O)(=O)N(CC(=O)N1CCCCC1)c1sc2c(c1C#N)CCCC2
-31% | -11% | 99%[activator] | 2% | ? | -32% | i | -8% | -13% | S=C(NCc1ccco1)N1CCN(c2nc(-c3ccccc3)cs2)CC1
? | -1% | -4% | -3% | 11% | -11% | -2% | . | -12% | CCN(CC)CCN(Cc1cc2cc3c(cc2[nH]c1=O)OCO3)C(=S)NCCCOC
. | -9% | -8% | -3% | 8% | -29% | i | . | . | COC(=O)[C@]1(Cc2ccccc2)N[C@H](CN(C)S(=O)(=O)c2ccc(OC(F)(F)F)cc2)[C@@H]2C(=O)N(C)C(=O)[C@@H]21
-4% | 5% | 27% | -4% | 57%[activator] | -3% | 1% | -49% | -1% | C=CCNC(=S)NNC(=O)Cn1c(-c2ccccc2)cc(=O)n2ncnc12
-16% | -1% | 17% | 0% | 47%[activator] | 0% | 1% | -31%[12.7 µM] | -2% | c1ccc(Sc2ncnc3c2oc2ccccc23)nc1
6% | 2.8µM* | 30% | 5% | ? | -23% | i | 1.6µM* | -20% | Cc1ccc(C(=O)/C=C/C(=O)c2ccc(C)cc2)cc1
? | 12% | 5% | 4% | 15% | -14% | i | 17%[2.33 µM] | -1% | CC(=O)Nc1ccc2[nH]c(C)c(CC=C(Cl)Cl)c(=O)c2c1
3% | 14% | -4% | 10% | 3% | -9% | 5% | 71% | -4% | Cn1nccc1C(=O)Nc1sc2c(c1C#N)CCCC2
-4% | 3% | 73%[activator] | -1% | 54%[activator] | -16% | 9% | 10%[59 µM] | 3% | Cc1ccccc1OCC(=O)Nc1ccc2nc(SCC(=O)N3CCc4ccccc43)sc2c1
. | . | 12% | -1% | 12%[57 µM] | -8%[57.1 µM] | . | . | . | NC(=O)CSc1ccc2nnc(-c3ccncc3)n2n1
-27% | 5% | 69%[activator] | -2% | 50%[activator] | -12% | i | -3% | -4% | O=C(Nc1cccc(F)c1)c1c(O)c2ccccc2[nH]c1=O

A second format for some results above.
smiles | BAZ2B inh | GLS inh | Pol iota inh | Pin1 inh | HP1b chromo inh | JMJD2A Tudor inh | PGK inhibitor | G9a block | BLM helicase inh
O=C(N/C(=C/c1ccccc1)C(=O)N1CCCCCC1)c1ccccc1 | -14% | -2% | 30%[activator] | 0% | 35% | -3% | -6% | -1%[59 µM] | -2%
Cc1ccc(F)c(NC(=O)c2ccc(Cn3cc(Cl)cn3)cc2)c1 | 4% | 11% | -11% | 0% | 78%[activator] | 8% | 4% | 2%[59 µM] | -9%
Cc1[nH]c2ccccc2c1-c1ccc(Cl)nn1 | -13% | 3% | 88%[activator] | -2% | 30% | -17% | -9% | -7% | 2%
O=C(NCCc1cccc(C(F)(F)F)c1)C1CCC(=O)N(C2CC2)C1 (stereo not given) | 1% | 2% | 4% | -3% | 31% | -6% | 6% | 25% | 0%
COc1ccc(CC(=O)Nc2nnc(C(C)(C)C)s2)cc1OC | -15% | 0% | 64%[activator] | -2% | 2% | -5% | 21% | -31% | 2%
CS(=O)(=O)N(CC(=O)N1CCCCC1)c1sc2c(c1C#N)CCCC2 | 14% | 2% | 43%[activator] | 0% | 24% | -10% | -1% | 12% | 1%
S=C(NCc1ccco1)N1CCN(c2nc(-c3ccccc3)cs2)CC1 | -31% | -11% | 99%[activator] | 2% | ? | -32% | i | -8% | -13%
CCN(CC)CCN(Cc1cc2cc3c(cc2[nH]c1=O)OCO3)C(=S)NCCCOC | ? | -1% | -4% | -3% | 11% | -11% | -2% | . | -12%

Screens as filed in PubChem BioAssay.
